CHO-K1 Ca antag: M1 antagonist counterscreen hit in parental CHO-K1 cells; ATP-induced calcium, Fluo-8 fluorescence; inhibition, % at 3 µM; 360,000 compounds, 0.6% hits; AID 602250;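 active = inhibition above a per-plate cutoff, the plate's mean sample inhibition plus 3 SD, cut at about 24% in these data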;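 note: 0% = DMSO plus EC80 ATP and 100% = DMSO alone without ATP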
OXTR agonist: human OXTR agonists, primary screen, fluorescence, CHO-OTR cells, Fluo-8 calcium; 320,000 compounds, 0.32% hits; AID 2435, 2010; activation, % at 3 µM; Fluo-8 calcium fluorescence; normalized: DMSO 0%, oxytocin 100%; Oxytocin receptor (Homo sapiens), P30559;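 active = activation above the mean of all tested compounds plus 3 SD, cutoff set per screening run, cut at about 20% in these data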;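 note: peak over basal fluorescence ratio from a 100 s FLIPR kinetic read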
Target sequence (P30559 whole entry, looked up): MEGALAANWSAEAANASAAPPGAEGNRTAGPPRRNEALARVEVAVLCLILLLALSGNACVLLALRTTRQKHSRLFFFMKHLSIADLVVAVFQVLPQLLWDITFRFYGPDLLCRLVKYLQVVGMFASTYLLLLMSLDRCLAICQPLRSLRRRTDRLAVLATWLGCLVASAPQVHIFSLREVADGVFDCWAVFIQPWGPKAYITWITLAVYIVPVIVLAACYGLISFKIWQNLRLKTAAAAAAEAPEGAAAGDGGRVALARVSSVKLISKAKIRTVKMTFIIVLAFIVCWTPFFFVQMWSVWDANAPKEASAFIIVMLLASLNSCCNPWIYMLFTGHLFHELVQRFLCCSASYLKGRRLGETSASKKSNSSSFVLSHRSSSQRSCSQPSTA
OXTR potentiate: human OXTR potentiators, primary screen, fluorescence, CHO-OTR cells, Fluo-8 calcium; AID 2445, 2010; Fluo-8 calcium fluorescence, potentiator mode; 0% = oxytocin EC15, 100% = EC100; activation, % at 3 µM; 320,000 compounds, 0.061% hits; Oxytocin receptor (Homo sapiens), P30559;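 active = activation above that plate's cutoff, the mean activation of tested compounds plus 3 SD, cut at about 6.6% in these data, passing the limit was not always enough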;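 note: 100% uses oxytocin at 75 nM as the full agonist control; some results filed as inactive read as strong as hits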
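Replication – single well per compound, singlicate · Assay system – CHO cell line stably expressing human OTR · Timing – 6 min pre-incubation, 100 s read · Measure – normalized max/min fluorescence ratio, % activation · Doses – 3.0 µM, one dose · Detection – Fluo-8 calcium dye fluorescence · Probe or stimulus – oxytocin near EC15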
CHO-K1 Ca PAM: nonselective calcium activators in parental CHO-K1 cells, primary screen, counter-screen for M1 PAM project, cell-based, Fluo-8 calcium fluorescence, full deck, 1536-well | activation, % at 3 µM | AID 602247, 2012 | ATP EC20; 0% at ATP EC20, 100% at ATP max | 360,000 compounds, 0.02% hits;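 active = activation above the run cutoff, the mean activation of all test compounds plus 3 SD, cut at about 40% in these data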;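 note: peak over basal fluorescence ratio in a 140 s read after ATP addition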
CHO parental Ca: ATP-evoked calcium signal inhibitors, parental CHO, primary screen, counter-screen for OX1R antagonist project, cell-based, fluorescence, Fluo-8 calcium dye. parental CHO-K1, ATP-induced calcium, Fluo-8 fluorescence. inhibition, % at 5.6 µM. 330,000 compounds, 0.63% hits. AID 463079, 2010;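 active = inhibition above that plate's mean sample inhibition plus 3 SD, cut at about 26% in these data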;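 note: 0% = ATP-challenged DMSO wells and 100% = DMSO wells without ATP; some compounds past the cut are filed as inactive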
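test system = CHO parental line | reagent = ATP stimulus | measured by = intracellular calcium via Fluo-8 no-wash fluorescent dye | control set = ATP and no-ATP DMSO wells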
GPR7 antag: GPR7 receptor antagonists, primary screen, cell-based, fluorescence, single concentration. inhibition, % at 4.4 µM. 290,000 compounds, 1.1% hits. AID 1861, 2009. GPR7-expressing cells, fluorescence antagonist assay. Neuropeptides B/W receptor type 1 (Homo sapiens), P48145; in the data active = inhibition above about 16%, passing the limit was not always enough;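 note: cells stimulated with the agonist NPW; 0% = agonist with vehicle and 100% = vehicle without agonist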
Target sequence (P48145 whole entry, looked up): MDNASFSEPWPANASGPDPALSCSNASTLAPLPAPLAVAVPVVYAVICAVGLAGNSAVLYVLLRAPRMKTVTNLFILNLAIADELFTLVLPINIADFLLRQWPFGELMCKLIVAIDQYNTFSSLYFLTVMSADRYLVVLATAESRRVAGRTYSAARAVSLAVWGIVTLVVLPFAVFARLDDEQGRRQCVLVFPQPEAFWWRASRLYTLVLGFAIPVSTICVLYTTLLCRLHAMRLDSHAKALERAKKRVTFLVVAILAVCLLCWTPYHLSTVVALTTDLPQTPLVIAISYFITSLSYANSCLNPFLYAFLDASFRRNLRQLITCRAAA
TAAR1 antag: human TAAR1 antagonists, primary screen, Fluo-8 calcium fluorescence, CHO RD-HGA16 cells; Trace amine-associated receptor 1 (Homo sapiens), Q96RJ0; antagonist; inhibition, % at 3 µM; 360,000 compounds, 1.5% hits; AID 624466, 2012;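 active = inhibition above a per-plate cutoff, the mean inhibition of test compounds on that plate plus 3 SD, cut at about 49% in these data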;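 note: 0% = DMSO plus EC80 beta-PEA response and 100% = DMSO alone without agonist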
Target sequence (Q96RJ0 whole entry, looked up): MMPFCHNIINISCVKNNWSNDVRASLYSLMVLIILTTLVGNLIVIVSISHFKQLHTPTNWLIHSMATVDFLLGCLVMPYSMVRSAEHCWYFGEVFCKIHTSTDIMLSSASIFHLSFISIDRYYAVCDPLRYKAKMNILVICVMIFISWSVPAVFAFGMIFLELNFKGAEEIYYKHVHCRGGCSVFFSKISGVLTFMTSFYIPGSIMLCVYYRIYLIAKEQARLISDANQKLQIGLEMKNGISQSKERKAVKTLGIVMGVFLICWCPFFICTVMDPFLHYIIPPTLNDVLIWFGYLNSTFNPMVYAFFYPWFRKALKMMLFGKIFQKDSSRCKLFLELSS
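Assay system: RD-HGA16 CHO cells with stable hTAAR1 and Gα16 / Reagent: EC80 β-phenethylamine stimulus / Doses: 3 µM, single point / Timing: dye loading 75 min at 37 °C, then 30 min room temperature / Measured by: Fluo-8 intracellular calcium dye fluorescence, real-time kinetic reads / Controls: vehicle wells and EC80 agonist wells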
M1 ag parental: counter-screen for M1 agonists: effect in parental CHO-K1 cells | 360,000 compounds, 0.48% hits | AID 602248, 2012 | Fluo-8 calcium fluorescence; scaled to maximal ATP response, vehicle zero | activation, % at 3 µM; in the data active = activation above about 15%;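 note: untransfected CHO-K1 host cells lacking M1 receptor as counterscreen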
V1aR counter: agonists of human V1a receptor, primary screen, counter-screen for OXTR agonist project, fluorescence, CHO-V1R cells; Vasopressin V1a receptor (Homo sapiens), P37288; Fluo-8 calcium fluorescence, agonist mode; 0% DMSO, 100% 3 nM vasopressin; activation, % at 3 µM; 320,000 compounds, 0.25% hits; AID 2797, 2010;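 active = activation above the mean activation of all tested compounds plus 3 SD, per screening run, cut at about 20% in these data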;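 note: signal is peak over basal fluorescence ratio across a 100 second FLIPR read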
Starred values were filed as active, the others as inactive; . = no result given.

SMILES | CHO-K1 Ca antag | OXTR agonist | OXTR potentiate | CHO-K1 Ca PAM | CHO parental Ca | GPR7 antag | TAAR1 antag | M1 ag parental | V1aR counter
O=C(O)C1CCCN(CCC=C(c2ccccc2)c2ccccc2)C1 (stereo not drawn) | -1 | 0.0 | -9 | 5 | 2 | . | -25 | 0.2 | 0.1
COC(=O)c1cc(C)nc(Sc2ccccc2N)n1 | . | -2.1 | 2 | . | -4 | -11 | -25 | . | -1.2
Cc1ccc(/C(N)=N/OC(=O)C23CC4CC(CC(C4)C2)C3)cc1 | 6 | 0.5 | -10 | -1 | -5 | 3 | -8 | -0.5 | 0.7
O=C(O)c1ccc(COCC(F)(F)F)cc1 | 3 | 0.8 | 5 | 14 | -1 | -1 | -13 | 0.0 | 0.0
O=C(CSc1nc2ncccc2[nH]1)NCCc1ccccc1 | -8 | -0.5 | -4 | -3 | -12 | -9 | -7 | 0.3 | 3.2
COc1ccc(CC(=O)N/N=C/c2cccs2)cc1OC | -13 | 11 | -13 | 13 | -2 | 15 | -7 | 3.3 | 3.3
COc1ccc([N+](=O)[O-])cc1-c1nc2ccccc2nc1-c1ccccc1 | 9 | -2.3 | -13 | -12 | -13 | -8 | -1 | -0.2 | -0.1
O=C(COC(=O)CNC(=O)c1ccc(Cl)c([N+](=O)[O-])c1)NNC(=O)c1cccs1 | 16 | 0.2 | -6 | -19 | -11 | . | -22 | -0.4 | 0.5
CC(=O)c1cc(CN2CCN(CCc3ccccc3)C(CCO)C2)cs1 (stereo not drawn) | -12 | -0.8 | 2 | 10 | -1 | -3 | -9 | -0.1 | 0.0
O=C(O)CC(c1ccc(Cl)cc1)N1Cc2ccccc2C1=O (stereo not drawn) | 1 | 0.3 | -4 | -5 | -3 | -24 | -2 | -0.2 | 1.2
O=C(CCc1ccccc1)NNC(=O)c1ccccc1F | -11 | 0.9 | 7 | 18 | -2 | -9 | 8 | 0.8 | 0.1
COc1ccc(C(C)=O)cc1CC(=O)Nc1ccccc1-c1ccccc1 | -1 | -1.6 | -5 | -4 | -8 | 7 | -3 | 2.6 | -1.2
CCc1ccc(OC2(C)CCN(CCOc3ccc(C)cc3)C2)cc1 (stereo not drawn) | -8 | . | . | 11 | . | . | -15 | 0.8 | .
O=C1/C(=C/c2cccs2)SC(=S)N1c1cccc(O)c1 | -5 | 5.2 | -11 | -12 | -10 | -5 | -20 | 4.7 | 2.0
O=C(CSc1nnc2ccccn12)NNC(=O)c1cccc(Cl)c1 | 0 | 0.6 | -4 | -11 | 1 | . | -2 | -0.2 | 1.1
CCC(=O)Nc1ccc(S(=O)(=O)NCC2CCCO2)cc1 (stereo not drawn) | 12 | 1.1 | -4 | -16 | -8 | -13 | 2 | 0.5 | 1.0
CCOC(=O)C1CCCN(CC(=O)Nc2c(F)c(F)c(F)c(F)c2F)C1 (stereo not drawn) | -2 | -2.1 | -17 | 8 | -18 | -7 | -1 | -0.2 | -0.3
O=C(NCc1ccc2c(c1)OCO2)C1COc2ccccc2O1 (stereo not drawn) | -5 | -1.9 | -1 | 10 | -8 | 5 | -12 | 0.8 | 1.9
CC(=O)c1cnc2c(-c3ccccc3)c(C)nn2c1C | 2 | -2.1 | -7 | 9 | -6 | -12 | -7 | 1.3 | -1.3
CCOc1ccc2nc(SCC(=O)NC3CC3)sc2c1 | 6 | 1.6 | -14 | -23 | -5 | 3 | -26 | 1.9 | 3.3
COc1ccc(OCC(=O)OCC(=O)NC2CCCC2)cc1 | -4 | -0.2 | -2 | -9 | -5 | . | -7 | 0.1 | 1.6
O=C(Nc1cccc(F)c1)NC1CCCc2ccccc21 (stereo not drawn) | -6 | 2.2 | -8 | 11 | 8 | -4 | -38 | 7.9 | 9.3
Cc1ccccc1N(CC(=O)NC1CCCC1)C(=O)CS(=O)CC(=O)Nc1ccc2c(c1)OCO2 (stereo not drawn) | -16 | -0.6 | -2 | 19 | -11 | 3 | 14 | 0.0 | 0.2
CCOC(=O)c1cc(C#N)c(Nc2ccccc2OC)nc1C(F)(F)F | 0 | -1.3 | -4 | 5 | -14 | -4 | -33 | 4.2 | 1.0
O[C@@H]1CN(Cc2cccs2)[C@@H](c2ccccc2)C[C@H]1n1cc(C2CC2)nn1 | 1 | . | . | -9 | . | . | -16 | 0.3 | .
SMILES | CHO-K1 Ca antag | OXTR agonist | OXTR potentiate | CHO-K1 Ca PAM | CHO parental Ca | GPR7 antag | TAAR1 antag | M1 ag parental | V1aR counter
CC/C(=C/c1sc2ccccc2[n+]1CC)SC | 1 | -2.0 | 7 | 5 | -7 | -9 | -21 | -0.7 | -0.6
C=CCc1ccccc1OCC(=O)O | -5 | 7.2 | -1 | 13 | -9 | -7 | -20 | 0.3 | 0.5
CN1CCN(c2ccc(S(=O)(=O)N3CCCCC3)cn2)CC1 | 6 | 0.2 | -8 | -6 | 0 | 14 | -25 | -0.1 | 0.5
COc1c2c(c(OC)c3ccccc13)[C@]1(OC2)O[C@H](CCO)C[C@H](O)[C@H]1O | 18 | . | . | -8 | . | . | -11 | -0.1 | .
Cc1ccc(C(=O)NCC(=O)OCCOc2ccccc2Cl)cc1 | 9 | -2.2 | -7 | 6 | -29 | . | -10 | 0.1 | -1.6
COc1ccc(CCNC(=O)CSc2nnc(-c3cccc(F)c3)o2)cc1OC | -27 | -0.3 | -5 | 0 | -12 | -11 | -12 | 0.2 | 0.1
CCC(=O)OCCn1c(=O)c2ccccc2c2ccccc2c1=O | -11 | -1.3 | -2 | 8 | -4 | -8 | -1 | -0.3 | 0.7
COc1ccc(-c2cc([C@H]3[C@@H]4C=CCC[C@@]4(C)C(=O)N3Cc3ccccc3)ccc2F)cc1OC | -19 | 0.1 | -15 | 23 | -35 | . | 17 | 0.2 | -0.5
Cc1cccc(C)c1NC(=O)CN(C)CC(=O)Nc1ccccc1Br | -2 | 0.0 | -6 | 4 | -8 | 3 | 4 | 1.9 | 0.2
Cc1ccccc1C(=O)NC(=S)Nc1ncccn1 | -6 | 0.2 | 5 | 10 | 0 | -5 | 8 | 0.0 | -0.5
Cn1c(SCC(=O)NCc2ccc3c(c2)OCO3)nnc1-c1cccs1 | -10 | -1.4 | -4 | 6 | -12 | -3 | -11 | 0.2 | -0.5
CCOCCCNC(=O)CSc1ccccc1 | -4 | -0.4 | -2 | 19 | 2 | -14 | -12 | 0.5 | 0.8
CCOc1cc(N2CCOCC2)c(OCC)cc1NC(=O)COc1cccc(Cl)c1 | 4 | -1.1 | -4 | -2 | -3 | . | -7 | 0.3 | -0.4
O=C(c1ccc(S(=O)(=O)Nc2cccc(C(F)(F)F)c2)cc1)N1CCC1 | -8 | 2.6 | -12 | -3 | -5 | -18 | 0 | 4.8 | 6.6
CCOc1ccc(NC(=O)CSc2nnc(C)n2Cc2ccccc2)cc1 | -13 | -0.8 | -14 | 11 | -17 | -2 | 5 | 0.7 | 2.6
CCOC(=O)N1CCN(C(=O)C[C@@H]2C[C@@]3(C(=O)OCC)CCCC=C3N(Cc3ccc(Cl)cc3Cl)C2=O)CC1 | -15 | . | . | 15 | . | . | -9 | 0.4 | .
O=C(c1ccc(C(=O)N2CCN(c3ccccc3F)CC2)nc1)N1CCN(c2ccccc2F)CC1 | -13 | 0.8 | -2 | 12 | -8 | -13 | -13 | -0.4 | -0.6
Cc1ccc(C(=O)Oc2cccnc2)cc1[N+](=O)[O-] | -5 | 1.1 | -3 | 15 | -6 | -13 | -2 | 0.4 | 0.4
O=C(CS(=O)(=O)Cc1ccccc1)NCc1ccc2c(c1)OCO2 | -8 | 1.4 | -6 | 18 | -13 | -1 | -5 | 1.7 | 2.7
C=C(C(=O)O)C(CCCCCC)C(=O)O (stereo not drawn) | -10 | 1.2 | 1 | 10 | -8 | 2 | -13 | 0.2 | 0.9
Cc1ccc(NC(C)C(=O)N/N=C/c2c[nH]c3ccccc23)cc1 (stereo not drawn) | -2 | 1.2 | -12 | 2 | -4 | -4 | 15 | 0.1 | 6.0
O=C(CN(C(=O)CCC(=O)Nc1nccs1)c1ccccc1F)NCc1ccc(F)cc1 | -15 | -0.3 | -3 | -11 | -2 | -5 | -27 | 0.6 | 1.2
Cc1ccc(S(=O)(=O)NCCC(=O)N(C)Cc2cccs2)cc1 | 16 | -0.9 | 0 | -23 | -14 | . | 5 | 0.1 | 1.2
O=C(CCc1ccccc1)NNC(=O)Nc1ccccc1 | -1 | 0.0 | -2 | 5 | 20 | -4 | 3 | 0.1 | 1.3
CC(C)Oc1ccc(C(=O)NC(=S)Nc2ccc(Cl)c(C(=O)O)c2)cc1 | -10 | 0.7 | 1 | 18 | -5 | -15 | -23 | 0.4 | 0.6
CC(C)c1ccc(S(=O)(=O)N2CCN(CC(=O)c3ccc(O)c(O)c3)CC2)cc1 | -12 | 0.2 | -1 | -25 | -1 | 24 | -19 | 0.7 | 0.3
Cn1c(CCC(N)=O)nnc1SCC(=O)Nc1ccccc1C(=O)NC1CC1 | -2 | 0.8 | -2 | -7 | -3 | . | 26 | 0.1 | -0.5

An excerpt of these results, as a markdown table.
| Molecule | CHO-K1 Ca antag | OXTR agonist | OXTR potentiate | CHO-K1 Ca PAM | CHO parental Ca | GPR7 antag | TAAR1 antag | M1 ag parental | V1aR counter |
| --- | --- | --- | --- | --- | --- | --- | --- | --- | --- |
| O=C(O)c1ccc(COCC(F)(F)F)cc1 | 3 | 0.8 | 5 | 14 | -1 | -1 | -13 | 0.0 | 0.0 |
| O=C(CSc1nc2ncccc2[nH]1)NCCc1ccccc1 | -8 | -0.5 | -4 | -3 | -12 | -9 | -7 | 0.3 | 3.2 |
| COc1ccc(CC(=O)N/N=C/c2cccs2)cc1OC | -13 | 11 | -13 | 13 | -2 | 15 | -7 | 3.3 | 3.3 |
| COc1ccc([N+](=O)[O-])cc1-c1nc2ccccc2nc1-c1ccccc1 | 9 | -2.3 | -13 | -12 | -13 | -8 | -1 | -0.2 | -0.1 |
| O=C(COC(=O)CNC(=O)c1ccc(Cl)c([N+](=O)[O-])c1)NNC(=O)c1cccs1 | 16 | 0.2 | -6 | -19 | -11 | . | -22 | -0.4 | 0.5 |

Screening data from PubChem.
